AmpC detergent – blocks E. coli AmpC beta-lactamase in detergent assay; AmpC hydrolysis of nitrocefin, absorbance 480 nm, 0.01% Triton; 370,000 tested, 0.041% active; AID 485294; Potency, µM (doses to about 114 µM), for the others: top-dose activity change, negative = inhibition, actives largely listed as inhibitors; P00811;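 also: potency is read from the fitted curve at half-maximal effect; 0% = no-compound wells and -100% = no-enzyme wells; nearly all actives have a fitted effect of over 25% in size; some results filed as inactive show a strong effect at the top dose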
Target sequence (P00811 whole entry, looked up): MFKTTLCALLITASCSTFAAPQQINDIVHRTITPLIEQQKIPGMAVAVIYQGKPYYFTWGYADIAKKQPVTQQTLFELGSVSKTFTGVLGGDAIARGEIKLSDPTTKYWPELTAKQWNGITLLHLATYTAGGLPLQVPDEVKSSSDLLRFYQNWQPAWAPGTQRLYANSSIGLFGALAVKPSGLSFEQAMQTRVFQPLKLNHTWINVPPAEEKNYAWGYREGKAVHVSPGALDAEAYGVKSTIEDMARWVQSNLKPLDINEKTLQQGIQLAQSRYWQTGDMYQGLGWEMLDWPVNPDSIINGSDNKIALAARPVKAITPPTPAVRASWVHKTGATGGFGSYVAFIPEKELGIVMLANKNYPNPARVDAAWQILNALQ
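20 mM phosphate pH 7.0 + 0.01% (detergent screen) or 0.0001% Triton X-100; 5.3 nM AmpC reagent; cpd preinc 15 min RT; nitrocefin (800 uM stock) to start; A480 q20 s × 4 min; Activity was normalised to no-enzyme and no-compound control wells.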
TbPYK inhibitor – blocks Trypanosoma brucei pyruvate kinase. Potency, µM (series often up to 76.8 µM), for inactives: top-dose activity, negative = inhibition, actives largely listed as inhibitors. TbPYK enzyme, Kinase-Glo Plus ATP luminescence, 45 min. AID 624173. 410,000 tested, 0.12% active. Q57TT1; also: potency is read from the fitted curve at half-maximal effect; nearly all actives have a fitted effect of over 50% in size
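Screened from lowest to highest concentration, compounds were pinned into TbPYK/substrate mixtures, and ADP (130 uM final) was added. Plates sat at room temperature for 45 min prior to Kinase-Glo Plus detection by luminescence.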
LmPK inhibitor – LmPK (Leishmania mexicana) enzyme inhibition. purified LmPK, Kinase-Glo ATP luminescence, 1 h. Potency, µM (top dose mostly 57.5 µM), for inactives: top-dose activity change, negative = inhibition, most hits filed as inhibitors. 290,000 tested, 0.37% active. AID 1721; also: potency is read from the fitted curve at half-maximal effect
Target sequence (Q27686 whole entry, looked up): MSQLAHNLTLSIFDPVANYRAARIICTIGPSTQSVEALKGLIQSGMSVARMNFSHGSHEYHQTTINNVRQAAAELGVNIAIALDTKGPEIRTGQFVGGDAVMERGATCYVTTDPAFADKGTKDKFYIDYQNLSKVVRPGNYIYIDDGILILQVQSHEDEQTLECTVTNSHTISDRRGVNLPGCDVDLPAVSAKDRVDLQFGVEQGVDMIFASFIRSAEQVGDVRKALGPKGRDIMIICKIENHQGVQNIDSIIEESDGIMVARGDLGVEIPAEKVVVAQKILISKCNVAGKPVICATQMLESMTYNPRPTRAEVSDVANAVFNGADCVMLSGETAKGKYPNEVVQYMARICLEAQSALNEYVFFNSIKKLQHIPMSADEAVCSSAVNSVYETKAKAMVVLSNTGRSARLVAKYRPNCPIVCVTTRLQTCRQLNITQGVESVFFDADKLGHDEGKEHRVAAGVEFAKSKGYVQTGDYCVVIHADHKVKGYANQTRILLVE
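qHTS format; LmPK 0.1 nM; substrates PEP 0.5 mM and ADP 0.1 mM. One-hour room-temperature incubation, then coupled luciferase luminescence; 0.5 nM enzyme wells mark activation.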
Sm TGR block – S. mansoni TGR enzyme inhibition. Potency, µM (titrated, usually from 114 µM), without a hit: at the top dose activity change, negative = inhibition, hits mostly inhibitors. purified TGR, DTNB reduction, TNB absorbance 405 nm. Q962Y6. 360,000 tested, 3% active; also: potency is read from the fitted curve at half-maximal effect; nearly all actives have a fitted effect of over 60% in size
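First, TGR (20 nM dispensed) and NADPH were mixed with compound. Second, a 15 min room-temperature incubation followed. Third, further NADPH and then DTNB were added to start the reaction. Finally, TNB absorbance was monitored kinetically.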
HCMV antiviral – inhibitors of human cytomegalovirus; HFF cells, HCMV-luciferase reporter, 72 h; hits give low values; activity change, negative = inhibition, % at 57.5 µM; 410,000 tested, 4.5% active; AID 1259415; in the data active = activity change below about -60%; inconclusive = no clear call, values can overlap the other calls; inactive = above about -39%
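Luciferase read-out from HCMV-luciferase-infected HFFs (MOI 1 PFU/cell) 72 h post infection at 37C; compounds added after 16 h cell attachment; activity normalized between buffer-only basal and Salinomycin (10uM) inhibitor controls.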
AmpC inh no detg – AmpC beta-lactamase inhibition without detergent | Potency, µM (series often up to 57.1 µM), without a hit: at the top dose activity change, negative = inhibition, actives largely listed as inhibitors | AmpC nitrocefin hydrolysis, absorbance 480 nm, 0.0001% Triton | 330,000 tested, 0.52% active | AID 485341 | P00811;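 also: potency is read from the fitted curve at half-maximal effect; plate controls were no compound for no effect and no enzyme for full effect; nearly all actives have a fitted effect of over 20% in size; some results filed as inactive show a strong effect at the top dose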
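20 mM phosphate pH 7.0 + 0.01% (detergent screen) or 0.0001% Triton X-100; 5.3 nM AmpC reagent; cpd preinc 15 min RT; nitrocefin (800 uM stock) to start; A480 q20 s × 4 min; Activity was normalised to no-enzyme and no-compound control wells.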
AMA1 RON2 block – inhibitors of Plasmodium falciparum AMA1-RON2 interaction. AlphaScreen AMA1-biotinylated RON2 peptide binding. 360,000 tested, 0.2% active. Potency, µM (doses to about 58.2 µM), inactives show top-dose activity change, negative = inhibition, actives largely listed as inhibitors;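 also: potency is read from the fitted curve at half-maximal effect; 0% = vehicle wells and -100% = peptide control; nearly all actives have a fitted effect of over 45% in size; some results filed as inactive show a strong effect at the top dose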
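AMA1 (3D7) with his tag at 25 nM final met compounds first, then biotinylated RON2 peptide at 25 nM; detection used donor plus acceptor beads, 10 µg/mL apiece, read by AlphaScreen after 30 min at room temperature.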
The depositor's hits bear a star; ? = inconclusive; nt = no result given; [ ] = another dose, or the depositor's remark. Unless noted, calls follow the shape of the dose curve; as a rule, active = well fitted curve in the direction sought with a large enough effect; inconclusive = small, poorly fitted or top-dose-only effect, or another doubt; inactive = no such curve, though single readings can be large; an effect the other way counts as inactive or inconclusive. Unless noted, % is scaled to controls: 0 for no effect and ±100 for the full control effect. No enrichment for hits; any-hit rate near 7.4%.

SMILES	AmpC detergent	TbPYK inhibitor	LmPK inhibitor	Sm TGR block	HCMV antiviral	AmpC inh no detg	AMA1 RON2 block
CC(=O)N1CCN=C1SCc1ccc(C)cc1	?	-1%	-11%	-2%	35	-102%	0%
COc1ccc(OCC(=O)N(Cc2cccc(OC)c2)C2CCS(=O)(=O)C2)cc1 (stereo not drawn)	2%	1%	nt	1%	-6	nt	nt
CCOC(=O)c1ccc(N(C(=O)CNC(=O)c2ccco2)C(C(=O)NCC2CCCO2)c2ccc(OC)c(OC)c2)cc1 (stereo not drawn)	1%	-11%	0%	-8%	-19	106%[activator]	-6%
CCOC(=O)C1CCN(CCC(=O)Nc2ccc(F)cc2)CC1	2%	-3%	0%	1%	-25	-7%	-3%
CCOC(=O)c1c(-c2ccccc2)csc1NC(=O)C(C)NCc1ccco1 (stereo not drawn)	-1%	-1%	-5%	-17%	-19	5%	-26%
COc1ccc(-n2ccnc2SCC(=O)Nc2ccc3c(c2)OCO3)cc1	2%	-5%	nt	6%	-74*	nt	nt
CCCCn1c(O)c(C(CC)=NCc2ccc3c(c2)OCO3)c(=O)[nH]c1=O	?	1%	2%	-1%	-36	-12%	-14%
COc1ccc(CCNC(=S)NC(=O)c2cccc(Cl)c2)cc1OC	-6%	4%	-3%	0%	28	-6%	27%
CCCc1c(O)nc(SCc2ccccc2)[nH]c1=O	-6%	?	4%	-7%	13	-24%	-11%
CC(c1ccccc1)N1C(=O)/C(=C/c2ccncc2)SC1=S (stereo not drawn)	3%	-2%	0%	0%	-2	15%	?
Cc1cccc(NC(=O)CSC(N)=O)c1C	-2%	13%	-1%	14%	8	-15%	12%
CC(C)CCNC(=O)CN1C(=O)NC(c2ccccc2)(c2ccccc2)C1=O	-7%	2%	0%	-15%	-27	-27%	-6%
O=c1c2c(-c3ccccc3)csc2ncn1/N=C/c1c2ccccc2cc2ccccc12	-1%	1%	8%	-4%	27	-34%	-9%
Cc1nc(SCC(N)=O)c(C#N)c(C)c1C	6%	-1%	-2%	0%	-2	-4%	-5%
S=C(NCCN1CCOCC1)Nc1ccc(Nc2ccccc2)cc1	-6%	-6%	3%	-13%	-13	3%	-21%
Cc1ccc(NC(=O)C2CCN(C(=O)c3cccs3)CC2)cc1	-10%	-1%	1%	31%	-23	-8%	4%
CC(=O)c1cc(C#N)c(N2CC(C)OC(C)C2)nc1C (stereo not drawn)	?	3%	1%	11%	-16	-17%	2%
COc1ccc(Br)c2c1-c1nc(NC(=O)c3ccccc3SC)sc1C2	-3%	-1%	nt	0%	-63*	nt	nt
CC(C)(CNC(=O)Cc1ccc(Cl)cc1Cl)N1CCCCC1	-1%	-3%	-6%	120%[activator]	-3	-16%	-2%
C=CCn1c(SCC(=O)Nc2ccc(F)cc2)nc2ccccc2c1=O	7%	-8%	1%	?	-23	-5%	6%
Cc1cc(C)cc(NC(=O)C2CCCN(c3nnc(-n4c(C)ccc4C)s3)C2)c1 (stereo not drawn)	-5%	-1%	nt	-15%	-35	nt	nt
COc1ccc(Nc2nc3c([nH]2)c(=O)[nH]c(=O)n3C)cc1	4%	-3%	-2%	0%	35	-23%	1%
COC(=O)c1ccc(-n2nnc(-c3nc(-c4ccc5c(c4)OCO5)no3)c2C)cc1	2%	-2%	nt	10%	5	nt	nt
C#CC[N+]1(CC#Cc2cccc3ccccc23)CCOCC1	-2%	4%	3%	28µM*	-35	-3%	12%
O=Cc1ccc(OCc2ccccn2)cc1	-6%	-7%	?	-4%	167	-20%	-2%
Cc1cc2ccccn2c1C(C[N+](=O)[O-])c1c(F)cccc1Cl (stereo not drawn)	5%	-10%	-6%	-23%	19	-29%	0%
COc1ccc(Cl)cc1CN1CCN(c2nc(C)cc(C)c2C#N)CC1	1%	-6%	4%	4%	7	55%	14%
Cc1cc(O)cc(C)c1NS(=O)(=O)c1ccc2ccccc2c1	-8%	-3%	1%	-10%	-83*	-43%	14%
CC(C)c1nnc(NC(=O)CCC(=O)Nc2ccccc2)s1	-1%	1%	1%	-3%	19	-7%	-10%
O=C(OCCN1CCOCC1)c1ccccc1	-14%	2%	-4%	-20%	11	1%	-2%
CC1CN(CCCOc2ccc([N+](=O)[O-])cc2)CC(C)O1 (stereo not drawn)	-6%	3%	2%	1%	-38	-23%	-11%
CCn1c(C)nnc1SCC(=O)Nc1ccc2c(c1)OCCO2	2%	0%	-5%	4%	38	-11%	-3%
CCOc1ccc(NC(=S)NS(=O)(=O)c2cc(Br)ccc2OCC)cc1	nt	-15%	nt	nt	68	nt	39%[activator]
COc1cc(NC(=O)CN2CCC(C)CC2)c(C)cc1[N+](=O)[O-]	2%	-4%	3%	-22%	0	-19%	8%
Cc1ccc2nc(-c3ccc(NS(=O)(=O)c4c(C)n(C)c(=O)n(C)c4=O)cc3)sc2c1	-8%	0%	-1%	9%	3	98%[activator]	-6%
COc1ccc(CNC(=O)CN2C(=O)C3CCCN3c3ncc(Cl)cc32)cc1 (stereo not drawn)	?	-3%	1%	-26%	-5	-24%	4%
N#Cc1ccc(S(=O)(=O)Nc2ccc3ccccc3n2)cc1	1%	2%	1%	8%	-22	-23%	-1%
Cc1c(N)cc[n+](CC(=O)c2ccccc2)c1C	0%	-6%	-1%	-29%	-76*	24%	-18%
CCC(C)C(NC(=O)c1ccccc1NC(=O)c1ccccc1)C(=O)O (stereo not drawn)	2%	-12%	3%	2%	-36	-19%	4%
CCOc1ccc(NC(=O)C2CC(=O)N(Cc3ccco3)C2)cc1 (stereo not drawn)	-1%	-6%	nt	-28%	39	-10%	0%
Cc1onc(-c2ccccc2)c1CNC(=O)Nc1ccc(C(F)(F)F)cc1	-6%	4%	1%	12%	?	-43%	4%
COc1ccc(C(=O)Nc2ccc3c4c(cccc24)CC3)cc1	-1%	2%	0%	10%	31	-33%	-6%
Cc1ccsc1C1C2=C(CCCC2=O)Nc2ncnn21 (stereo not drawn)	6%	6%	8%	7%	21	0%	-12%
Cc1ccc(NS(=O)(=O)c2ccc(C(=O)N3CCCCCCC3)cc2)cc1	-4%	1%	-7%	0%	-26	-30%	-8%
Cc1nc(C(=O)NCc2ccccc2)sc1C1(C)CC(c2cccnc2)=NO1 (stereo not drawn)	7%	2%	7%	2%	?	49%	-4%
CCCC(=O)Nc1ccc(C(=O)COC(=O)C2=COCCO2)cc1	-20%	-6%	nt	-7%	-8	-21%	24%
Cc1ccc(C(=O)c2c3ccccc3[n+]([O-])n2CCC(N)=O)cc1	?	3%	-7%	3%	-20	-10%	10%
Cc1ccc(NC2(C(F)(F)F)N=C(c3ccccc3)NC2=O)nc1 (stereo not drawn)	-5%	-9%	3%	-1%	17	-14%	-10%
O=C(O)CP(=O)(c1ccccc1)c1ccccc1	-16%	-2%	2%	0%	5	-23%	-9%
Cc1ccc(-c2cc3c(nn2)-c2ccccc2C3=O)cc1	-1%	?	7.1µM*	-17%	0	-32%	-11%
COc1ccc(CCNC(=O)c2cnccn2)cc1	-11%	-10%	3%	-15%	36	-22%	60%[activator]
COc1ccc(OC)c(S(=O)(=O)NCCS(=O)(=O)N2CCN(c3ccccc3F)CC2)c1	-4%	0%	nt	-1%	-7	nt	nt
O=C(N=Nc1c(O)[nH]c2ccccc12)c1cc(-c2cccs2)[nH]n1	-2%	-2%	1%	-7%	-20	-39%	74%[activator]
Cc1cc(C2C(=O)NC(=O)C2=O)c(C)cc1Br (stereo not drawn)	nt	-1%	nt	nt	-26	nt	-1%
COc1ccc(CNC(=O)COC(=O)CN2C(=O)NC3(CCCC3)C2=O)cc1	-5%	2%	nt	-1%	0	-15%	-9%
COc1cccc(CNc2nc3cc(-c4ccccc4CO)sc3c(=O)n2C)c1	nt	4%	nt	nt	7	nt	3%
CSC1=NSC2=NC(=O)/C(=C\c3cccs3)C(=N)N12	-15%	-8%	?	2%	-31	-9%	3%
COc1ccc(C2(C)NC(=O)N(CC(=O)Nc3ccc4[nH]c(=O)[nH]c4c3)C2=O)cc1 (stereo not drawn)	-8%	5%	nt	3%	16	-25%	-4%
COc1cccc(S(=O)(=O)Nc2ccc3c(c2)[C@@H]2C[C@@H](CC(=O)NCc4ccc(Cl)cc4)O[C@@H](CO)[C@@H]2O3)c1	nt	6%	nt	nt	-78*	nt	10%
COc1cc(CN2CCCC(CO)(Cc3ccccc3)C2)ccc1O (stereo not drawn)	-13%	-4%	0%	-29%	23	-28%	-17%

The list goes on, starting with the last four of the part before.
SMILES	AmpC detergent	TbPYK inhibitor	LmPK inhibitor	Sm TGR block	HCMV antiviral	AmpC inh no detg	AMA1 RON2 block
CSC1=NSC2=NC(=O)/C(=C\c3cccs3)C(=N)N12	-15%	-8%	?	2%	-31	-9%	3%
COc1ccc(C2(C)NC(=O)N(CC(=O)Nc3ccc4[nH]c(=O)[nH]c4c3)C2=O)cc1 (stereo not drawn)	-8%	5%	nt	3%	16	-25%	-4%
COc1cccc(S(=O)(=O)Nc2ccc3c(c2)[C@@H]2C[C@@H](CC(=O)NCc4ccc(Cl)cc4)O[C@@H](CO)[C@@H]2O3)c1	nt	6%	nt	nt	-78*	nt	10%
COc1cc(CN2CCCC(CO)(Cc3ccccc3)C2)ccc1O (stereo not drawn)	-13%	-4%	0%	-29%	23	-28%	-17%
CC(=O)c1ccc(NC(=O)c2ncn(-c3ccccc3)n2)cc1	-2%	2%	nt	-7%	67	nt	nt
O=C(c1ccc(Br)s1)N1CCN(c2ccccn2)CC1	0%	-2%	-7%	16%	-2	2%	0%
Cc1cc(-c2nnc(SCC(=O)Nc3ccccn3)o2)no1	4%	1%	10%	6%	37	-11%	87%[activator]
CCOc1ccc(NC(=O)c2cccn(Cc3cccc(Cl)c3)c2=O)cc1	4%	3%	nt	0%	?	nt	nt
NC(=O)c1ccsc1NC(=O)CSc1nnc(Nc2ccccc2)s1	2%	-6%	1%	4%	-63*	14µM*	29%
CC(C)c1ccc(NC(=O)Cc2ccc(NC(=O)N3CCCCc4ccccc43)cc2)cc1	4%	0%	nt	-2%	-3	nt	nt

Rewritten as a markdown table: part of the list above.
| SMILES | AmpC detergent | TbPYK inhibitor | LmPK inhibitor | Sm TGR block | HCMV antiviral | AmpC inh no detg | AMA1 RON2 block |
| --- | --- | --- | --- | --- | --- | --- | --- |
| NC(=O)c1ccsc1NC(=O)CSc1nnc(Nc2ccccc2)s1 | 2% | -6% | 1% | 4% | -63* | 14µM* | 29% |
| CC(C)c1ccc(NC(=O)Cc2ccc(NC(=O)N3CCCCc4ccccc43)cc2)cc1 | 4% | 0% | nt | -2% | -3 | nt | nt |
